# Compound activity from PubChem BioAssay.
# GAA850 FXN act: activators of GAA850 frataxin (FXN) promoter; HEK293 lucGAA850 FXN promoter luciferase reporter, 24 h; percent of 10 µM SAHA response; activation, % at 6 µM; 360,000 tested, 0.56% active; AID 540364;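 active = activation above the average of all compounds screened plus 3 SD, cutoff fixed separately per campaign, cut at about 7.5% in these data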;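 note: 0% = DMSO wells and 100% = 10 µM SAHA wells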
# NPR1 activator: GC-A (human) enzyme activation | P16066 | HEK293 GC-A cells, cGMP TR-FRET, EC30 ANP; 0% at EC30 ANP, 100% saturating ANP | activation, % at 10 µM | 370,000 tested, 0.14% active | AID 1671463; in the data active = activation above about 40%
# rCAG RNA binder: r(CAG) repeat RNA binding; TO-PRO-1 dye displacement fluorescence; 370,000 tested, 1.3% active; AID 651821; inhibition, % at 3 µM;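 active = inhibition above the plate cutoff, the mean of all test compounds on that plate plus 3 SD, cut at about 35% in these data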;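 note: 0% = DMSO alone and 100% = 100 µM mitoxantrone as full dye displacement; higher means more dye released from RNA so lower well fluorescence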
# ADAM10 inh: inhibitors of human ADAM10. O14672. recombinant ADAM10, EDANS/DABCYL FRET peptide cleavage, 3 h. inhibition, % at 7 µM. 370,000 tested, 0.62% active;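 active = inhibition above a per-campaign cutoff equal to the mean of compounds falling between control-based bounds plus 3 SD, cut at about 20% in these data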;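 note: 0% = DMSO wells while the 100% control is not disclosed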
# proKLK7 act: proKLK7 (human) activation, primary screen. AID 652039. 370,000 tested, 0.9% active. activation, % at 7 µM. purified proKLK7, EDANS-DABCYL substrate fluorescence; 100% is mature enzyme control, 0% vehicle;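 active = activation above the mean of all tested compounds plus 3 SD, computed per campaign excluding outliers beyond control limits, cut at about 13% in these data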
# DDE Tn6 FP inh: disrupts Tn6 cyclic peptide binding to fibrin D-Dimer-E complex; 370,000 tested, 0.21% active; inhibition, % at 8.3 µM; P02675; Fibrin DD(E) TRITC-Tn6 fluorescence polarization displacement;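 active = inhibition above a per-campaign cutoff: mean of compounds within control limits plus 3 SD, cut at about 15% in these data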;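 note: 0% = median of all compound wells on the plate and 100% = blocking peptide control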
# Target sequence (P02675 whole entry, looked up): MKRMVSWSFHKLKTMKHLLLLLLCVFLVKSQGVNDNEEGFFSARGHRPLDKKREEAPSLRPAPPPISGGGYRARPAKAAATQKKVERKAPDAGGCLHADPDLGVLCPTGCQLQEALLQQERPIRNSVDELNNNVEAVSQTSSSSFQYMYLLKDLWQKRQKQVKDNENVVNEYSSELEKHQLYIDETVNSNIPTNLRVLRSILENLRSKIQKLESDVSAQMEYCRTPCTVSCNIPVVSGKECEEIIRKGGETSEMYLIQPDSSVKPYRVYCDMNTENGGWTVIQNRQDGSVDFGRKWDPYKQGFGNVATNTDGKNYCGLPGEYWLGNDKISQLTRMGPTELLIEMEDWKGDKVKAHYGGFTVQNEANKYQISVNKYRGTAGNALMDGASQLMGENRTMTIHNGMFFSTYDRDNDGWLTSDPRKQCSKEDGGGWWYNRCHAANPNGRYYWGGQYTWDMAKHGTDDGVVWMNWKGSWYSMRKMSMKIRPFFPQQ
# ASAP1 inh: inhibitors of human ASAP1 ArfGAP activity; Q9ULH1; ASAP1-stimulated ARF1 GTP hydrolysis, GDP FP detection; inhibition, % at 16.5 µM; 360,000 tested, 0.19% active; AID 624377; in the data active = inhibition above about 25%;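 note: 0% = vehicle with enzyme and substrate and 100% = no enzyme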
# NPR2 activator: GC-B (human) receptor activation; P20594; 370,000 tested, 0.11% active; AID 1920062; activation, % at 10 µM; HEK293-GC-B cells, CNP EC30, cGMP TR-FRET; 0% at EC30 CNP, 100% saturating CNP;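 active = activation at 10 µM reaching about 35% in either raw or pattern-adjusted values, limit read from the data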
# sPLA2-III inh: Blocks human group III sPLA2 activity. Q9NZ20. QFRET BODIPY PC-A2 liposome hydrolysis, fluorescence. inhibition, % at 12.2 µM. 370,000 tested, 0.56% active. AID 743126;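 active = inhibition above mean plus 3 SD of compounds lying within the high and low control bounds, cut at about 19% in these data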;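 note: 0% = median of test compound wells and 100% = no enzyme DMSO wells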
# ARFGAP1 inhibitor: rat ARFGAP1 inhibition; Q62848; Arfgap1-stimulated ARF1 GTP hydrolysis, GDP FP detection; inhibition, % at 16.5 µM; 360,000 tested, 0.26% active;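 active = inhibition above a per-plate limit, mean inhibition of low control wells plus 3 SD, cut at about 25% in these data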;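 note: 0% = DMSO wells with enzyme and 100% = wells lacking Arfgap1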
# Target sequence (Q62848 1-136 limits assumed): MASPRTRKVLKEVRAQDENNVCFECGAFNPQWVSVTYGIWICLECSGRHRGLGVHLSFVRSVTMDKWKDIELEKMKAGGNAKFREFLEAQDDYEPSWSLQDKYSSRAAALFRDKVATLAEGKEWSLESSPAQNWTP
#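 System: truncated rat Arfgap1 GAP domain / Medium: HEPES-based buffer, pH 7.5 / Also added: N-terminally truncated human ARF1-GTP substrate / Incubation: enzyme reaction 120 min at 25 °C after 20 min preincubation / Measured by: FP of antibody-bound GDP Alexa 633 tracer, ex 620/em 688 nm / Replicates: singlicate, each compound tested once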
# * hit, by the source's call.
# The first 4 entries as a preview:
# Short forms – A = GAA850 FXN act; B = NPR1 activator; C = rCAG RNA binder; D = ADAM10 inh; E = proKLK7 act; F = DDE Tn6 FP inh; G = ASAP1 inh; H = NPR2 activator; I = sPLA2-III inh; J = ARFGAP1 inhibitor
structure: Cc1cc(NS(=O)(=O)c2ccc3c(c2)OCCO3)no1
  A = 0.4; B = -1; C = -1; D = -6; E = 0.8; F = -3; G = -14; H = 6; I = 12; J = -8

structure: O=C(CCN1N=C(c2ccccc2)CCC1=O)NC1CCCC1
  A = -0.4; B = 5; C = -4; D = -4; E = -0.2; F = 4; G = -7; H = 3; I = 1; J = 0

structure: COC(=O)C(F)(Sc1c(C)n(C)n(-c2ccccc2)c1=O)C(F)(F)F (stereo not given)
  A = 0.6; B = -1; C = -4; D = -6; E = 0.5; F = 1; G = 6; H = 3; I = 1; J = 2

structure: Nc1nc2ccccc2n1C(=O)c1ccc(F)cc1
  A = 0.2; B = 1; C = 1; D = -4; E = -0.7; F = -4; G = -14; H = -2; I = 13; J = -4

# This part in full, repeating the preview:
# Short forms – A = GAA850 FXN act; B = NPR1 activator; C = rCAG RNA binder; D = ADAM10 inh; E = proKLK7 act; F = DDE Tn6 FP inh; G = ASAP1 inh; H = NPR2 activator; I = sPLA2-III inh; J = ARFGAP1 inhibitor
structure: Cc1cc(NS(=O)(=O)c2ccc3c(c2)OCCO3)no1
  A = 0.4; B = -1; C = -1; D = -6; E = 0.8; F = -3; G = -14; H = 6; I = 12; J = -8

structure: O=C(CCN1N=C(c2ccccc2)CCC1=O)NC1CCCC1
  A = -0.4; B = 5; C = -4; D = -4; E = -0.2; F = 4; G = -7; H = 3; I = 1; J = 0

structure: COC(=O)C(F)(Sc1c(C)n(C)n(-c2ccccc2)c1=O)C(F)(F)F (stereo not given)
  A = 0.6; B = -1; C = -4; D = -6; E = 0.5; F = 1; G = 6; H = 3; I = 1; J = 2

structure: Nc1nc2ccccc2n1C(=O)c1ccc(F)cc1
  A = 0.2; B = 1; C = 1; D = -4; E = -0.7; F = -4; G = -14; H = -2; I = 13; J = -4

structure: O=c1[nH]nc(SCc2ccccc2Cl)n1-c1ccc2c(c1)OCCO2
  A = 3.3; B = 3; C = -9; D = -2; E = 0.3; F = 16*; G = -4; H = -3; I = -10; J = -3

structure: CCOC(=O)C1=C(C)NC(=O)NC1c1ccc(OC(=O)c2ccco2)cc1 (stereo not given)
  A = -0.9; B = 5; C = -1; D = -4; E = -0.1; F = 7; G = 2; H = 7; I = -6; J = -1

structure: O=C1C(C=NC2CC2)=C(O)c2ccccc21
  A = 5.3; B = -3; C = 5; D = 9; E = -0.3; F = -1; G = 7; H = 0; I = 12; J = 12

structure: Nc1nonc1-n1nnc(C(=O)N/N=C/c2ccco2)c1CSc1ccc(Cl)cc1
  A = 1.1; B = -9; C = 6; D = -13; E = 0.5; F = 0; G = -13; H = 1; I = 1; J = 6

structure: Cc1cc(-n2c(C)cc(C(=O)COc3ccc(Cl)cc3C(N)=O)c2C)no1
  A = -0.7; B = 2; C = 6; D = -56; E = 0.8; F = 2; G = -3; H = 2; I = 11; J = -8

structure: COCCCNC(=S)Nc1cc2oc3ccccc3c2cc1OC
  A = -1.2; B = -1; C = 8; D = -14; E = 0.1; F = 7; G = -2; H = -3; I = 1; J = 1

structure: Cc1ccc(C(=O)Oc2cccc(NC(=O)c3ccco3)c2)cc1S(=O)(=O)N1CCC(C)CC1
  A = 0.6; B = 1; C = 11; D = 13; E = -0.3; F = 2; G = -3; H = 4; I = -16; J = 3

structure: O=C(COc1ccc(Br)cc1)N1CCc2ccccc2C1
  A = -0.4; B = 4; C = -5; D = 1; E = 0.4; F = -8; G = 7; H = 2; I = 1; J = 1

structure: COc1ccc(OC)c(Nc2ccc(Nc3cc(OC)ccc3OC)nn2)c1
  A = 3.4; B = -1; C = 7; D = 14; E = 0.6; F = -11; G = 13; H = -7; I = 0; J = -8

structure: CC(C)CNC(=O)CN(C1CCCCC1)S(=O)(=O)c1ccccc1
  A = 0.6; B = -9; C = -7; D = -2; E = -0.7; F = -1; G = 3; H = -7; I = -4; J = 0

structure: Cc1ccc(C(=O)N2CCN(Cc3ccc4c(c3)OCO4)CC2)o1
  A = 0.3; B = 3; C = -8; D = 4; E = -0.5; F = 3; G = 0; H = 2; I = -1; J = 3

structure: Cc1ccsc1C(=O)OCC(=O)N(C)c1c(N)n(Cc2ccccc2)c(=O)[nH]c1=O
  A = -2.6; B = -3; C = -2; D = 1; E = -0.3; F = 2; G = -10; H = 1; I = -1; J = 2

structure: CCN(CC)S(=O)(=O)c1cccc(NC(=O)c2ccc(S(=O)(=O)N3CCCC3)cc2)c1
  A = -3.2; B = 1; C = 5; D = -12; E = 0.2; F = 0; G = 0; H = 4; I = -14; J = -5

structure: NC(=O)CC(NC(=O)c1ccc(Br)cc1)c1ccc(N2CCC(Cc3ccccc3)CC2)c([N+](=O)[O-])c1 (stereo not given)
  A = 1.8; B = -2; C = 16; D = 7; E = 0.4; F = -2; G = 9; H = 2; I = -4; J = 4

structure: CC(O)CN1CC(O)=C(c2nc3ccccc3s2)C1=N (stereo not given)
  A = -0.8; B = 18; C = 0; D = -16; E = -0.3; F = -2; G = -7; H = -2; I = 2; J = 4

structure: Cc1ccccc1OCC(=O)OCC(=O)Nc1cc(S(C)(=O)=O)ccc1Cl
  A = 3.0; B = 5; C = -2; D = -10; E = 0.1; F = 6; G = 5; H = -3; I = 8; J = 1

structure: O=C(NNC(=O)c1cccc(Cl)c1)NNC(=O)c1cccc(Cl)c1
  A = -1.9; B = -1; C = 2; D = -11; E = 0.3; F = -2; G = -4; H = 2; I = -1; J = 1

structure: Cc1ccc(S(=O)(=O)N(C)CC(=O)O/N=C(\N)c2cccc(Br)c2)cc1
  A = 2.8; B = 0; C = -4; D = 8; E = -0.5; F = -5; G = 4; H = -1; I = -13; J = 11

structure: CN1CCN(C(=O)CCc2nc3ccccc3n2-c2ccccc2)CC1
  A = -1.1; B = 1; C = -10; D = -5; E = 0.3; F = 6; G = 6; H = 1; I = 17; J = 4

structure: Cc1cccnc1NC(=O)CCNC(=O)c1ccccc1Cl
  A = -0.7; B = 4; C = -1; D = 2; E = -0.1; F = 1; G = -7; H = -1; I = 0; J = 5

structure: COc1ccc(S(=O)(=O)N2CCCCC2)cc1NC(=O)Cn1cnc2ccccc2c1=O
  A = 1.6; B = -4; C = 5; D = -11; E = 0.1; F = -8; G = -5; H = 0; I = -4; J = -4
